High-throughput results (PubChem)
GLD-1 RNA inh – GLD-1-TGE RNA interaction inhibition (C. elegans). Q17339. purified GLD-1 + fluorescein TGE RNA, fluorescence polarization. inhibition, % at 5.96 µM. hit rate 0.44% among 320,000. AID 2280;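 active means percent inhibition above a per-plate cutoff, the plate mean of test compounds plus 3 SD, cut at about 30% in these data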;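 further: 0% = DMSO wells with GLD-1 and probe and 100% = wells lacking GLD-1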
Fam108B inh – Fam108B inhibition, counter-screen for RBBP9 inhibitors; recombinant Fam108B, FP-Rh probe fluorescence polarization; inhibition, % at 9.51 µM; hit rate 0.33% among 300,000;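 active means inhibition above the screen mean inhibition plus 3 SD, computed separately per campaign, cut at about 18% in these data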;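 further: inhibitors lower polarization as less probe binds the enzyme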
Bcl-xL primary – inhibitors of human Bcl-xL; inhibition, % at 10.9 µM; GST-Bcl-xL / FITC-Bim BH3 peptide fluorescence polarization; hit rate 0.7% among 320,000;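 active means inhibition above the mean of all tested compounds plus 3 SD, cutoff set per campaign, cut at about 30% in these data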;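 further: 0% = DMSO wells and 100% = unlabeled Bim-BH3 peptide competitor; inhibitors lower millipolarization by displacing the labeled peptide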
Target sequence (Q07817 whole entry, looked up): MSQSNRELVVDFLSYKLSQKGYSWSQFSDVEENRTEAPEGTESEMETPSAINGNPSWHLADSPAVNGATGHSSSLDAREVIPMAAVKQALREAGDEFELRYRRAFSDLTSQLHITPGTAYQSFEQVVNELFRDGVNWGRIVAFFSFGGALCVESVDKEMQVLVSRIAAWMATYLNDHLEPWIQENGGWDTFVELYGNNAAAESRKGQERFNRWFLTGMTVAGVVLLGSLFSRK
PAD4 inh – inhibitors of human PAD4; hit rate 0.41% among 330,000; inhibition, % at 6.36 µM; recombinant PAD4, RCA probe fluorescence polarization; Q9UM07;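 active means percent inhibition above a cutoff equal to the mean of all tested compounds plus 3 SD, cut at about 15% in these data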;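 further: 0% = PAD4 with RCA probe and DMSO and 100% = probe without PAD4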
Target sequence (Q9UM07 whole entry, looked up): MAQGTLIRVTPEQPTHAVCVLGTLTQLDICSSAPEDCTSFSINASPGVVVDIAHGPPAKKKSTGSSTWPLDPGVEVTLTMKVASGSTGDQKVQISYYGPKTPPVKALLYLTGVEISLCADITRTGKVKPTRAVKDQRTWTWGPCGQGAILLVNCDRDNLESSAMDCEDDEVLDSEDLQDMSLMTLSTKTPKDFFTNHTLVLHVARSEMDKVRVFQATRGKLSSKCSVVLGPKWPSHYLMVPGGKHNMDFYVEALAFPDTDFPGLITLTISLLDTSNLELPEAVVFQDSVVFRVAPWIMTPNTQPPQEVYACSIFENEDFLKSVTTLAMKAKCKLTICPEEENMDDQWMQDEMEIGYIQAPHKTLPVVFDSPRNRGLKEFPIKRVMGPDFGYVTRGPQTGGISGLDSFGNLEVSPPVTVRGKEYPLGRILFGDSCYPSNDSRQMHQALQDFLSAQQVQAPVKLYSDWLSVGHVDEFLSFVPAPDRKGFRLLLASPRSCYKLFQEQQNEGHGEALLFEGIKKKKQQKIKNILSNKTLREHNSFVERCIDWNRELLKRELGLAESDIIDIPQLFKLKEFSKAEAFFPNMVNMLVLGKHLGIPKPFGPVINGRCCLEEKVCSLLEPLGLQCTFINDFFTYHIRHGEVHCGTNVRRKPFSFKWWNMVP
TPT1 inhibitor – inhibitors of Candida albicans tRNA 2'-phosphotransferase TPT1. hit rate 0.81% among 300,000. inhibition, % at 5 µM. AID 1962. recombinant caTPT1, FP RNA substrate dephosphorylation;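 active means inhibition above the mean of all tested compounds plus 3 SD, set per screening campaign, cut at about 24% in these data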;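 further: plate controls were DMSO alone for no effect and ferristatin control at 100 nM for full effect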
GSTO1 inh – counter-screen for RBBP9 inhibitors: inhibitors of human GSTO1; hit rate 1.1% among 300,000; AID 1974; recombinant GSTO1, activity-based probe fluorescence polarization; P78417; inhibition, % at 5.96 µM;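 active means inhibition above the campaign mean inhibition plus 3 SD, cut at about 35% in these data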;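 further: 0% = GSTO1-1 with DMSO and 100% = wells lacking GSTO1-1 enzyme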
MEX-5 binding – C. elegans MEX-5 TCR-2 RNA binding activity. Q9XUB2. MEX-5/FITC-TCR2 RNA binding, fluorescence polarization; hits give low values. activity score (negative = inhibition of binding), % at 10 µM. hit rate 0.38% among 300,000. AID 1832;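 active means inhibition past about -25% in most replicates, and total fluorescence under double the plate's negative control median, limit read from the data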;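 further: 0% = DMSO and -100% = 5 µM competing unlabeled TCR2 RNA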
PME-1 primary – blocks human protein phosphatase methylesterase 1 | AID 2130 | recombinant PME-1, FP-Rh probe fluorescence polarization | hit rate 0.53% among 320,000 | Q9Y570 | inhibition, % at 5.9 µM;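 active means inhibition above the campaign mean of all compounds plus 3 SD, cut at about 26% in these data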;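 further: competitive labeling of PME-1 active site by serine hydrolase directed probe; 0% = PME-1 with DMSO and 100% = wells lacking PME-1 enzyme; inhibitors block probe labeling so polarization falls and inhibition rises; many of its hits are not listed in these tables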
MCL1 BIM primary – disrupts human MCL1 binding to BIM-BH3 peptide. hit rate 0.68% among 320,000. inhibition, % at 10.9 µM. GST-MCL1 / FITC-Bim-BH3 fluorescence polarization. AID 2057;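 active means inhibition above the mean inhibition of all tested compounds plus 3 SD, set per campaign, cut at about 40% in these data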;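 further: 0% = DMSO wells and 100% = unlabeled Bim-BH3 peptide control; higher means more loss of mP so more displacement of Bim peptide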
The depositor's hits bear a star; · = not tested or not shown. This is a subset; the hit share may differ from the screen's.

molecule,GLD-1 RNA inh,Fam108B inh,Bcl-xL primary,PAD4 inh,TPT1 inhibitor,GSTO1 inh,MEX-5 binding,PME-1 primary,MCL1 BIM primary
Fc1cccc(Cl)c1Cn1nnc2c(NCc3ccccn3)ncnc21,-3.4,-2.5,1.7,3.3,-6.2,6.4,-1.8,4.0,3.8
COc1ccc(CN2CCN(CC3CC3)CC2CCO)cc1C (stereo not drawn),3.3,0.3,-0.3,1.3,2.4,3.1,2.8,1.0,5.9
CC1CCC(N(CCCN)Cc2ccco2)CC1C (stereo not drawn),-1.3,-0.3,5.3,3.4,-1.5,-1.3,1.0,-1.5,9.8
Cc1cccc(N2C(S)=C(C#N)C(=O)NC2c2ccco2)c1 (stereo not drawn),11.2,-5.0,-4.0,-5.3,2.2,4.1,0.0,-1.6,-9.9
COC(=O)[C@@]1(Cc2ccc(F)cc2)[C@H]2c3cc(C(=O)N4CCCC4)n(CCc4c[nH]c5ccc(OC)cc45)c3C[C@H]2CN1C(=O)c1ccccc1,8.1,0.7,0.0,-4.0,4.6,-4.3,1.6,3.8,-3.9
O=C(Nc1ccc(-c2ccccc2)cc1)c1ccc2c(c1)S(=O)(=O)c1ccccc1C2=O,4.5,0.4,2.4,2.8,-4.4,-6.6,-1.3,2.2,0.2
C(=C\c1ccccc1)/CSc1nnc(-c2cnccn2)n1Cc1ccco1,0.1,-1.4,-4.3,1.5,2.6,4.0,-0.1,2.7,-2.3
CCCC(=O)Nc1sc(C(=O)OC)c(C)c1C(N)=O,-2.4,3.1,6.5,-7.3,4.9,3.1,-0.4,-4.8,4.2
CC1(C)CC2(C)OC(=N)C1(C#N)C2(C#N)C#N (stereo not drawn),2.6,-2.9,6.7,0.3,-2.4,-6.6,-0.1,-3.3,0.8
Cc1nc(SCC(=O)NCc2ccco2)nc(C)c1C,10.6,-1.8,2.2,-5.0,-3.9,0.9,-2.2,-7.8,5.1
O=C(Nc1ccccc1N1CCN(C(=O)c2ccccc2)CC1)c1cccc(Cl)c1,-0.4,0.1,2.3,0.2,1.0,-5.1,-0.1,4.7,6.3
CN(C)C(=O)c1nnsc1Sc1ccc(Cl)cc1,0.9,1.0,1.9,-4.3,-5.5,-2.0,-2.9,0.6,-0.2
COc1ccc(N=Nc2c(C)[nH][nH]c2=O)cc1,-9.8,-2.3,-0.2,-0.5,5.9,6.7,-12.0,2.8,-2.9
COc1cc(/C=C/C(=O)OCC(=O)N2CCN(C(=O)c3ccco3)CC2)ccc1O,-0.6,6.5,-1.4,-1.6,-3.5,5.7,0.5,-4.0,1.1
CNC(=O)c1cc2c(=O)n3cccc(C)c3nc2n(C(C)C)c1=N,0.5,0.3,7.0,-7.5,-3.4,-1.5,-2.9,-0.7,6.6
O=C(Nc1nc2ccccc2[nH]1)c1ccc(Cl)c([N+](=O)[O-])c1,-1.2,-2.9,-4.9,-0.4,3.5,-0.9,-0.6,6.8,-3.0
COc1ccccc1N1CCN(C(=O)C2CCC(Cn3c(=S)[nH]c4ccccc4c3=O)CC2)CC1 (stereo not drawn),6.7,-3.0,-2.4,-0.2,9.3,-1.7,-2.1,-9.5,-8.1
Cc1cccc(N2CCN(C(=O)c3c(-c4ccccc4Cl)noc3C)CC2)c1C,0.7,2.3,-1.4,2.7,-3.0,-5.0,-1.3,1.4,13.2
COc1ccc(OC)c(S(=O)(=O)NCCc2csc(-c3cccnc3)n2)c1,0.5,0.5,-0.9,-2.5,-1.9,2.6,2.2,4.3,0.7
O=C(NCCc1c[nH]c2ccccc12)/C(=C\c1cccnc1)NC(=O)c1ccccc1Br,0.8,-1.0,2.6,-0.1,-0.5,8.2,0.8,-0.1,7.5
COC(=O)c1ccc(CSc2nc3c(c(=O)n2-c2ccc(C)cc2)SCC3)o1,6.1,-1.4,2.3,2.0,-1.5,-5.9,-2.3,2.1,0.4
O=C(Nc1ccc(COc2ccccc2)cc1)Nc1cccc(C(=O)O)c1,-0.8,-0.4,2.4,0.7,0.0,0.0,-2.1,1.4,5.7
Cn1c(-c2ccccn2)[n+](C)c2ccccc21,8.2,1.8,3.1,1.5,-0.7,9.5,-1.4,-6.3,0.3
COc1ccc(C(=O)Nc2nc3c(s2)Cc2cc(OC)ccc2-3)cc1,5.0,8.4,7.7,-16.8,4.4,5.1,-0.7,24.8,10.9
Cn1nnnc1SCc1c(F)cccc1F,7.6,2.2,0.7,0.8,0.1,4.1,-0.7,-3.8,8.0

Remaining list, next part
molecule,GLD-1 RNA inh,Fam108B inh,Bcl-xL primary,PAD4 inh,TPT1 inhibitor,GSTO1 inh,MEX-5 binding,PME-1 primary,MCL1 BIM primary
CC(C)NC(=S)N/N=C/c1cccs1,-0.5,3.0,2.2,1.5,-4.8,6.2,-0.1,-2.0,10.8
Cc1cc(C)cc(OCC(=O)N/N=C/c2ccncc2)c1,6.7,-0.7,5.6,-0.6,-1.9,-0.5,3.0,4.1,7.5
COc1cc(Cl)c(C)cc1NC(=O)c1cc(S(=O)(=O)N(C)C)ccc1N1CCCC1,3.4,-3.6,5.8,-1.0,0.8,0.2,-0.3,13.0,8.8
CCOc1ccccc1CNC(=O)c1ccc2c(c1)N(CC)CCS2,4.9,3.1,-2.6,0.9,1.4,0.2,0.7,4.2,6.0
CC1CN(c2ccccc2)CCN1C(=O)c1cc(COc2c(F)cccc2F)on1 (stereo not drawn),2.8,1.4,-1.2,2.3,3.2,2.0,-0.2,2.3,2.0
CCCCCc1nnc(NC(=O)C2COc3ccccc3O2)s1 (stereo not drawn),0.0,0.9,3.1,1.3,-0.8,2.7,-2.3,2.6,-1.2
CCS(=O)(=O)c1nc(S(=O)(=O)c2ccc(C)cc2)c(NCCCN2CCOCC2)s1,0.1,0.8,-0.8,2.4,-3.1,0.9,0.2,-5.5,-4.0
O=C(c1ccc(N2CCN(S(=O)(=O)c3ccccc3)CC2)c([N+](=O)[O-])c1)N1CCOCC1,1.1,2.0,3.6,2.5,-4.2,-0.4,0.9,7.8,5.9
Oc1ccccc1-c1nc(NCc2cccnc2)c2ccccc2n1,3.5,-0.7,8.3,1.4,-1.7,-7.6,-3.2,20.9,3.9
N/C(=N\OC(=O)c1cnn(-c2ccccc2)c1C(F)(F)F)c1ccc(C(F)(F)F)cc1,3.0,2.4,4.2,2.6,-1.9,-3.8,0.5,-4.3,-4.0
O=C(NCCCN1CCOCC1)c1cccc(S(=O)(=O)N2CCc3ccccc3C2)c1,5.5,1.1,7.8,-0.9,-2.1,-0.6,-0.7,7.0,6.0
C=CCN(C(=O)c1csnn1)C(C(=O)NCc1ccc(F)cc1)c1ccccc1 (stereo not drawn),-3.9,1.5,6.1,-3.9,-1.9,-2.3,-0.8,0.5,10.0
CCCC1C(=O)N(c2ccccc2)C1c1ccccc1 (stereo not drawn),9.8,-5.8,0.0,-0.3,-0.4,4.8,-0.4,-0.4,3.6
COc1ccccc1NC(=O)N1CCN(c2ncccn2)CC1,2.8,3.4,7.4,0.9,0.3,13.5,0.4,-7.8,-0.7
Cc1nc(C)c(Cc2ccccc2Cl)c(=O)[nH]1,2.4,4.1,2.9,2.5,-0.2,0.7,0.8,-3.4,4.3
COC(=O)c1cc(-c2ccc(Cl)cc2Cl)n[nH]1,6.7,-1.7,6.4,1.4,2.9,-4.7,0.2,-4.3,-2.3
CN(Cc1ccccn1)C(=O)C1CCC(=O)N(Cc2cccc(C(F)(F)F)c2)C1 (stereo not drawn),3.1,2.9,4.8,-3.2,2.6,4.1,0.4,14.3,2.3
Cc1sc2ncn(CC(=O)OC(C)C(=O)NC(C)(C)C)c(=O)c2c1C (stereo not drawn),-2.8,-3.5,4.2,2.8,5.3,1.5,1.2,0.7,-5.1
COC(=O)c1sccc1NC(=O)C1CC(C)=C(C)CC1C(=O)O (stereo not drawn),-3.1,3.0,0.2,1.6,-4.8,-0.5,3.9,-1.7,-2.4
COc1ccc(OC)c2c1nc1n2CCS1,2.4,0.0,2.0,-2.8,7.3,-5.3,-2.3,-1.5,-3.7
CC(C)(C)n1nnnc1C(c1cccs1)N(Cc1ccccc1)Cc1cccnc1 (stereo not drawn),5.7,4.0,2.5,-1.7,3.6,-2.6,3.7,0.3,3.1
Cn1c(SCc2ccccc2)nnc1-c1ccc2nonc2c1,0.0,-4.7,1.8,-10.3,2.6,-1.9,-0.9,1.6,13.3
COc1ccc(NC2SC(=O)N(C)C2=O)cc1 (stereo not drawn),4.6,-2.0,1.4,-0.2,-0.1,-1.6,-3.7,-4.2,-0.3
O=C(CCSc1ccccc1)Nc1nnc(-c2ccccc2)o1,2.5,-1.7,2.2,-2.6,-4.5,14.0,0.7,-1.9,8.4
Cc1cc(-c2ccc(Cl)cc2)n2nc(N)nc2n1,-3.7,5.0,4.7,-1.0,-6.5,1.7,-4.2,2.2,4.5

Continued.
molecule,GLD-1 RNA inh,Fam108B inh,Bcl-xL primary,PAD4 inh,TPT1 inhibitor,GSTO1 inh,MEX-5 binding,PME-1 primary,MCL1 BIM primary
CC(C)(C)OC(=O)NCCCCCNC(=O)c1nc[nH]c1C(=O)NCc1ccccc1,2.7,·,12.1,-4.5,·,·,·,6.8,12.9
OCC[C@@H]1C[C@@H](O)[C@H](O)[C@]2(Cc3ccccc3CCO2)O1,6.0,2.2,-0.2,-3.6,-1.0,-0.9,-0.2,1.3,-0.8
CCOc1ccccc1N1CCN(Cc2ccc(OC)c(OC)c2OC)CC1,-2.2,2.1,-0.9,0.1,2.3,7.2,-1.9,-2.3,1.6
CN(C(=O)c1ccccc1C(=O)OCC(=O)Nc1ccc(OC(F)F)cc1)c1ccccc1,3.1,·,3.3,-0.1,·,·,·,5.5,5.0
COc1ccccc1NC(=S)NCCN1CCOCC1,-2.1,3.0,8.1,-4.7,-3.1,-0.8,2.4,-0.5,1.2
CCCN1CCN(S(=O)(=O)c2ccc(OC)c(Br)c2)CC1,-3.4,1.3,14.4,5.7,-2.8,1.7,-0.9,2.2,14.8
CC(=O)c1cccc(NC(=O)CCCSc2ccccc2)c1,5.8,-3.7,3.2,-4.9,-0.9,0.1,0.0,-4.5,-3.1
O=C(Nc1c(-c2ccccc2)nc2ccccn12)c1ccco1,4.7,-4.8,4.9,-2.7,1.4,15.3,0.0,-7.6,1.9
COc1ccc(C(=O)N2CC=C(c3ccccc3)CC2)cc1S(=O)(=O)N1CCOCC1,9.4,-0.7,6.2,0.3,-1.6,-2.8,0.2,-1.0,2.7
